Bioassay records from PubChem.
C2C12 statin: suppressors of statin myotoxicity in C2C12 myotubes, primary screen, cell-based, single point, plate reader; C2C12 myotubes + simvastatin, ATP luminescence, 48 h; scaled: DMSO 0, geranylgeraniol control 100; rescue of ATP level, % at 7.49 µM; 330,000 compounds, 0.78% hits; AID 602340, 2012;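 active = mean ATP rescue above about 67%, or every replicate alone reaching that limit, limit read from the data, passing the limit was not always enough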;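 note: myotubes were challenged with 10 µM simvastatin during compound exposure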
SIRT5 block: SIRT5 desuccinylase inhibitors, primary screen, biochemical, fluorescence imaging, single point, set 5. NAD-dependent protein deacylase sirtuin-5, mitochondrial (Homo sapiens), Q9NXA8. 330,000 compounds, 1.1% hits. inhibition, % at 15 µM. Purified SirT5, succinyl-peptide AMC, trypsin-coupled fluorescence; in the data active = inhibition above about 15%
LGR2 inh: inhibitors of bursicon-induced LGR2 CRE-luciferase signal, primary screen, cell-based, HEK293, CRE-luciferase reporter, bursicon stimulation; 380,000 compounds, 0.35% hits; inhibition, % at 9.99 µM; bursicon-stimulated, 4 h; Drosophila bursicon receptor LGR2 (rickets);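 active = drop in luminescence signal, shown as inhibition above about 50% in the replicate tests, limit read from the data, passing the limit was not always enough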;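 note: agonist challenge used bursicon conditioned medium at about half maximal strength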
Cneo AK release: Cryptococcus neoformans cell lysis inducers, primary screen, AK release luminescence, single concentration; C. neoformans lysis, adenylate kinase release luminescence, 4 h; normalised: neutral wells 0, clomiphene wells 100; lysis activity, % at 15 µM; 360,000 compounds, 0.2% hits;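 active = mean lysis activity across replicates of at least 80%, whatever share of replicates individually reach that level; inactive = mean lysis activity below 80%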
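Assay system: log-phase C. neoformans yeast / Quantity: yeast cell density of 5 × 10^6 cells/mL / Medium: fresh YPD growth medium / Compound: single dose / Timing: static 4 h at 37 °C with compound, 1 h detection / Measured by: adenylate kinase release luminescence / Read-out: lysis from increased AK signal / Benchmarks: Clomiphene as positive lysis control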
S100A4 MyoIIA: inhibitors of S100A4-myosin IIA peptide binding, primary screen, biochemical, fluorescence polarization, TAMRA-MyoIIA peptide. inhibition, % at 10.7 µM. 360,000 compounds, 0.14% hits. AID 652163, 2013;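 active = mean inhibition of at least 70% across replicates, with every replicate also reaching that level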
Target sequence (P26447 whole entry, looked up): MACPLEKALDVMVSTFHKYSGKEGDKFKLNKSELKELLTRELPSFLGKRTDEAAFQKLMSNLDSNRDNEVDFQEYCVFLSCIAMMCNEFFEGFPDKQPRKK
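incubation = readout 5 min after mixing, signal stable up to 60 min | system = S100A4 monomer protein | buffer or medium = HEPES pH 7.2 with CaCl2, KCl, NaCl, DTT, Triton | benchmarks = neutral control DMSO, positive control TFP | also added = fluorescent myosin IIA peptide, 5 nM | compound dosing = one concentration per compound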
ERAP1 HTS inh: human ERAP1 aminopeptidase inhibitors, primary screen, biochemical, single point, plate reader; Endoplasmic reticulum aminopeptidase 1 (Homo sapiens), Q9NZ08; recombinant ERAP1, Leu-AMC fluorescence, 60 min; inhibition, % at 10.7 µM; 340,000 compounds, 0.15% hits;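 active = mean replicate inhibition of at least 30%, or all replicates individually reaching that 30% level; inactive = mean below 30% and not every replicate reaching it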;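 note: 0% = neutral control wells and 100% = L-leucinethiol positive control wells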
Target sequence (Q9NZ08 whole entry, looked up): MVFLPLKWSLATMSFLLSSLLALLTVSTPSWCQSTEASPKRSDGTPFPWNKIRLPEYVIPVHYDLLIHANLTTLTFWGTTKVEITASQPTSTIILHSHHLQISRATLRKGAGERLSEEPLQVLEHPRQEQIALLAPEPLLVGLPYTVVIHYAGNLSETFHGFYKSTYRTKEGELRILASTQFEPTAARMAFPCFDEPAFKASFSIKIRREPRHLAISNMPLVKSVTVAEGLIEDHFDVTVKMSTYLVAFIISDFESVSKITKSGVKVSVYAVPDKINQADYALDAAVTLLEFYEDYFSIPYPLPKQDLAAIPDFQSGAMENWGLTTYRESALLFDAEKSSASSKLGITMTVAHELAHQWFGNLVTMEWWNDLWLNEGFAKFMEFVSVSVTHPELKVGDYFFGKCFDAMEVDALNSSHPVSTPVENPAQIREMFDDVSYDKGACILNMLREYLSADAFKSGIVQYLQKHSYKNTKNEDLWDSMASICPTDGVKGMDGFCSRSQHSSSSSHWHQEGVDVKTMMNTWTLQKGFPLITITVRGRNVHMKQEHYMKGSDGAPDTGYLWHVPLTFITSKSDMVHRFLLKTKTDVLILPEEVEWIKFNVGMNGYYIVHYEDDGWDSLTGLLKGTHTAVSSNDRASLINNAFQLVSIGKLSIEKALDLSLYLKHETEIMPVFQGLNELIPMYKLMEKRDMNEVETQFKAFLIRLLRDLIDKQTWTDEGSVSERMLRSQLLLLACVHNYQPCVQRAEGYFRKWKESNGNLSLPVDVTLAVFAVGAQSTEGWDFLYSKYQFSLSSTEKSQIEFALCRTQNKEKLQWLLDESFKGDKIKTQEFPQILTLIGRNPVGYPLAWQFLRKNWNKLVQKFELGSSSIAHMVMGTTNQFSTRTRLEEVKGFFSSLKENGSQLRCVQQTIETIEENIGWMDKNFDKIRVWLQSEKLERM
PGC1a acetyl inh: inhibitors of PGC1a acetylation signal, primary screen, cell-based, U2OS, AlphaScreen, inhibitor mode; AlphaScreen anti-acetyl-lysine; with virally co-expressed GCN5 acetyltransferase; AID 651687, 2012; inhibition, % at 15.6 µM; 350,000 compounds, 0.17% hits;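 active = every replicate shows inhibition of at least 40%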;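 note: 0% = neutral control wells and 100% = positive control wells; some results beyond the cut were filed as inactive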
XiGFP reactiv: activators of inactive X chromosome reactivation, primary screen, imaging, XiGFP fibroblasts, GFP high-content imaging, set 2; XiGFP mouse fibroblasts, % GFP-positive cells imaging, 3 d; cells co-treated with 5-aza-dC sensitizer; scaled so ellipticine positive control = 100%; activation, % at 7.58 µM; 360,000 compounds, 0.055% hits;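 active = mean normalized replicate activation at least 10% and every replicate at or above 10%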;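 note: 0% = median of on-plate neutral control wells and 100% = ellipticine 6 µM median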
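Schedule: 3 d treatment, 15 min room-temperature fixation; system: 68-5-11 XiGFP fibroblast line; buffer or medium: DMEM plus 5-aza-dC sensitizer; control set: ellipticine 6 µM positive control; compound: one concentration, pinned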
An asterisk follows results filed as active; x = not tested or not shown. The list is partial; the hit share may differ from the screen's.

#1 O=C(NC1CC1)[C@@H]1CSC2c3ccccc3C(=O)N21 (some centres not stated)
#2 O=C(NC1CCCC1)N1CC(=O)N2[C@@H](CO)[C@H](c3ccc(-c4cccc(F)c4)cc3)[C@@H]2C1
#3 CCCCSc1ncnc2c1ncn2C1CCCCO1 (configuration not stated)
#4 Cn1c(=O)c2c(ncn2CC(=O)N2CCN(S(=O)(=O)c3ccccc3)CC2)n(C)c1=O
#5 C[C@H](CO)N1C[C@H](C)[C@H](CN(C)CC2CCCCC2)Oc2ccc(NS(=O)(=O)c3cccs3)cc2CC1=O
#6 CN(C)C(=O)c1cccc(-c2ccc3c(c2)[C@H]2[C@H](CCN2C(=O)Nc2cccc(F)c2)[C@@H](CO)N3C)c1
compound no.,1,2,3,4,5,6
C2C12 statin,13,x,3,-4,-12,-18
SIRT5 block,5,-3,0,-5,7,x
LGR2 inh,28,-11,x,-3,11,4
Cneo AK release,-1,x,-2,4,0,16
S100A4 MyoIIA,6,18,-1,-7,7,x
ERAP1 HTS inh,-4,-2,-4,3,0,x
PGC1a acetyl inh,x,-12,-1,x,15,-3
XiGFP reactiv,0.1,0.1,-0.1,0.1,0.1,0.3

#7 CO[C@@H]1CN(C)C(=O)c2cc(NC(C)=O)ccc2OC[C@H](C)N(Cc2ccncc2)C[C@@H]1C
#8 O=C(N/N=C/C(Cl)=C/c1ccc([N+](=O)[O-])cc1)C(=O)Nc1ccccc1C(=O)O
#9 CCS(=O)(=O)N1CCC(C(=O)NC2CCCCC2)CC1
#10 O=C(NCC1CCCO1)c1cccc(NC(=O)c2cccs2)c1 (configuration not stated)
#11 Nc1nc2c(ncn2[C@@H]2O[C@H](C(=O)NCCc3c[nH]c4ccccc34)[C@@H](O)[C@H]2O)c(=O)[nH]1
#12 COC(=O)[C@@]1(Cc2ccc(F)cc2)[C@H]2c3cc(C(=O)N(C)C)n(CCO)c3C[C@H]2CN1C(=O)c1ccccc1
compound no.,7,8,9,10,11,12
C2C12 statin,7,10,x,x,x,x
SIRT5 block,7,15,-1,-1,1,-1
LGR2 inh,-3,0,-5,4,18,8
Cneo AK release,-3,2,x,x,x,x
S100A4 MyoIIA,-13,4,-1,16,2,-1
ERAP1 HTS inh,2,x,8,1,5,x
PGC1a acetyl inh,10,-8,x,0,x,x
XiGFP reactiv,0.1,-0.1,x,0.0,0.1,0.0

#13 CCN(c1ccccc1)S(=O)(=O)c1ccc(Cl)c(NC(=O)CSc2ncn[nH]2)c1
#14 O=C(CCC(=O)Nc1ccc(F)cc1)N/N=C/c1cccs1
#15 O=[N+]([O-])c1ccc(O)c(Nc2ncnc3ccccc23)c1
#16 O=S(=O)(c1ccc2nc(COc3ccc(Cl)cc3Cl)[nH]c2c1)N1CCOCC1
#17 C[C@@H]1CCCCO[C@@H](CN(C)C(=O)NC2CCCCC2)[C@H](C)CN([C@H](C)CO)C(=O)c2cc(NS(C)(=O)=O)ccc2O1
#18 CCOc1ccc(-c2nnc3ccc(SCC(=O)Nc4nc5ccccc5s4)nn23)cc1
compound no.,13,14,15,16,17,18
C2C12 statin,x,2,x,-3,-10,x
SIRT5 block,1,0,0,4,x,1
LGR2 inh,x,-9,-7,-4,-16,2
Cneo AK release,x,0,x,-1,2,x
S100A4 MyoIIA,-2,-3,-1,-5,x,-9
ERAP1 HTS inh,7,-5,-2,1,x,2
PGC1a acetyl inh,x,8,x,-2,-7,x
XiGFP reactiv,0.0,0.3,-0.1,x,0.0,0.6

#19 CCCCc1c(-c2ccccc2OC)ncn1Cc1ccc([N+](=O)[O-])cc1
#20 c1ccc(C[C@H]2CN=C(Nc3ccccc3)N2CC2CCCC2)cc1
#21 O=C/C(=C\Nc1ccc(Br)cc1)c1nc2ccccc2o1
#22 COC(=O)C[C@@H]1CC[C@@H]2[C@@H](COc3ccc(NC(=O)c4cc(C)on4)cc3C(=O)N2C)O1
#23 NS(=O)(=O)c1ccc(NC(=O)CCC(=O)O)cc1
#24 Cc1cc(C(=O)N2CCC2(C)C(=O)Nc2cccc3ccccc23)nn1C (configuration not stated)
compound no.,19,20,21,22,23,24
C2C12 statin,x,x,x,-11,18,5
SIRT5 block,0,21*,-7,-4,-1,-8
LGR2 inh,-4,12,-1,1,-1,13
Cneo AK release,x,x,x,-5,-1,0
S100A4 MyoIIA,-7,-2,6,-15,0,-6
ERAP1 HTS inh,-4,x,-2,0,0,-1
PGC1a acetyl inh,x,x,x,6,22,11
XiGFP reactiv,0.0,0.5,0.0,0.2,0.1,-0.1

#25 COc1cccc(-c2ccc([C@@H]3[C@H]4CN(C(=O)C5CC5)CC(=O)N4[C@H]3CO)cc2)c1
#26 Cc1ccc2nc(Br)c3c(c2c1)OC(CBr)C3 (configuration not stated)
#27 CO[C@H]1CN(C)C(=O)c2ccc(NC(=O)c3cccc(F)c3)cc2OC[C@H](C)N(C)C[C@H]1C
#28 C[C@@H]1CN([C@@H](C)CO)C(=O)c2cc(NC(=O)NC3CCCCC3)ccc2O[C@H]1CN(C)Cc1ccc(-c2ccccc2)cc1
#29 CC(C)(C)n1nc2c(c1NC(=O)COc1ccccc1F)CS(=O)(=O)C2
#30 N#Cc1ccc(C(=O)Nc2ccc3ccccc3c2)cc1
compound no.,25,26,27,28,29,30
C2C12 statin,x,-19,-9,x,x,-37
SIRT5 block,-1,-4,-2,7,-2,-2
LGR2 inh,5,-3,-3,-6,10,2
Cneo AK release,x,8,-4,1,x,-2
S100A4 MyoIIA,-1,0,-69,-1,-4,-3
ERAP1 HTS inh,0,-2,x,-1,3,2
PGC1a acetyl inh,-9,x,4,-9,5,x
XiGFP reactiv,0.0,-0.1,0.2,0.1,0.1,0.0

#31 CC1CCCC(N2CCN(C(=O)c3ccc([N+](=O)[O-])cc3)CC2)C1 (configuration not stated)
#32 CCNC(=O)C[C@@H]1CC[C@H]2[C@@H](COc3ccc(NC(=O)Nc4cccc(Cl)c4)cc3C(=O)N2C)O1
#33 CC(C)CC#Cc1ccc2c(c1)O[C@@H](CN(C)C(=O)c1ccccn1)[C@H](C)CN([C@@H](C)CO)S2(=O)=O
#34 O=S(=O)(c1ccc(F)cc1)N1C[C@@H]2[C@H](c3ccccc31)[C@H](CO)N2Cc1ccc2c(c1)OCO2
#35 CCc1nc2ccc(C(=O)N(CC)CCN(C)C)cn2c1N(C)Cc1nccs1
#36 CCOCCCNC(=S)N1CCCN(c2nc3cc(C)c(C)cc3cc2C#N)CC1
compound no.,31,32,33,34,35,36
C2C12 statin,42,-36,-16,31,-8,x
SIRT5 block,-2,-2,8,3,-1,-2
LGR2 inh,x,9,1,6,14,-26
Cneo AK release,2,1,50,-13,1,x
S100A4 MyoIIA,1,3,5,-22,3,0
ERAP1 HTS inh,1,-1,2,-3,17,0
PGC1a acetyl inh,-14,2,6,-4,14,-8
XiGFP reactiv,0.1,0.2,-0.2,0.1,0.1,0.4

#37 COc1ccc(CCNC(=O)c2cc(=O)c3ccc(C)cc3o2)cc1OC
#38 O=C(CCc1ccccc1)NCC(=O)N/N=C/c1ccc2c(c1)OCO2
#39 CCC(C)N(C(=O)COC(=O)CNC(=O)c1ccccc1F)C1CCS(=O)(=O)C1 (configuration not stated)
#40 CN1C(=O)c2cc(NC(=O)Cc3cccs3)ccc2OC[C@H]2O[C@H](CC(=O)NCC3CCCCC3)CC[C@@H]21
#41 COCCCNC(=O)CN1CCN(Cc2ccccc2Cl)C1=O
#42 CN(CC(=O)Nc1ccccc1Br)C(=O)CN(C)C1CCCCC1
compound no.,37,38,39,40,41,42
C2C12 statin,3,x,x,18,24,-5
SIRT5 block,-4,5,-1,0,x,-4
LGR2 inh,-17,-30,-6,12,13,-29
Cneo AK release,0,x,x,-3,3,-4
S100A4 MyoIIA,-6,5,1,3,7,-1
ERAP1 HTS inh,-6,8,-2,-2,2,-1
PGC1a acetyl inh,-4,x,x,-13,-6,x
XiGFP reactiv,0.2,0.1,0.0,0.0,0.4,-0.3

#43 Cn1c(-c2ccc3ccccc3n2)[n+](C)c2ccccc21
#44 CCOC(=O)Nc1ccc2c(c1)N(C(=O)CN(C)C)c1ccccc1CC2
#45 Cc1ccc(S(=O)(=O)N[C@H](CNCc2ccccc2)C(C)C)cc1
#46 O=C(CSc1ccc(Cl)cc1)N/N=C/c1ccc([N+](=O)[O-])o1
#47 COc1ccc(OC)c(CN2CCN(C(=O)CN3C(=O)NC4(CCCC4)C3=O)CC2)c1
#48 Cc1noc(C)c1NC(=O)Nc1cccc2c1O[C@H](CN(C)S(=O)(=O)c1ccc(Cl)cc1)[C@H](C)CN([C@@H](C)CO)C2=O
compound no.,43,44,45,46,47,48
C2C12 statin,x,-4,x,35,x,4
SIRT5 block,3,-2,-1,2,-6,5
LGR2 inh,-29,x,-6,20,-10,-4
Cneo AK release,55,-1,x,3,x,-9
S100A4 MyoIIA,-1,0,1,-3,-3,-4
ERAP1 HTS inh,x,-2,-3,0,-13,5
PGC1a acetyl inh,4,5,x,-92,x,2
XiGFP reactiv,0.0,-0.1,0.0,0.0,0.2,0.2

#49 CCc1ccccc1N1C(=O)C2CC=CCC2C1=O (configuration not stated)
#50 Cn1cnc(S(=O)(=O)Nc2ccc(OC(F)F)cc2)c1
#51 COc1ccc(CNC(=O)CN(C)S(=O)(=O)c2ccc3c(c2)n(C)c(=O)c(=O)n3C)cc1
#52 O=C(C[C@H]1C[C@@H]2c3cc(NC(=O)C4CCC4)ccc3O[C@@H]2[C@@H](CO)O1)NC1CCCC1
#53 Cc1sc2nc(SCc3ccc(C(=O)O)cc3)n(Cc3ccco3)c(=O)c2c1C
#54 CC1C(=O)N2CCCc3cc(NC(=O)C(=O)NCc4ccccn4)cc1c32 (configuration not stated)
compound no.,49,50,51,52,53,54
C2C12 statin,-8,x,-10,-1,24,x
SIRT5 block,x,-4,-2,1,-1,-6
LGR2 inh,1,0,4,6,25,15
Cneo AK release,0,x,-4,-3,1,-1
S100A4 MyoIIA,x,-2,-7,4,-4,0
ERAP1 HTS inh,x,-4,-2,1,-1,1
PGC1a acetyl inh,7,x,3,-2,-9,x
XiGFP reactiv,x,0.0,0.0,0.5,0.0,0.2

Arranged by formula weight (low to high): part of the list above.
#54 CC1C(=O)N2CCCc3cc(NC(=O)C(=O)NCc4ccccn4)cc1c32 (configuration not stated)
#53 Cc1sc2nc(SCc3ccc(C(=O)O)cc3)n(Cc3ccco3)c(=O)c2c1C
#52 O=C(C[C@H]1C[C@@H]2c3cc(NC(=O)C4CCC4)ccc3O[C@@H]2[C@@H](CO)O1)NC1CCCC1
#48 Cc1noc(C)c1NC(=O)Nc1cccc2c1O[C@H](CN(C)S(=O)(=O)c1ccc(Cl)cc1)[C@H](C)CN([C@@H](C)CO)C2=O
compound no.,54,53,52,48
C2C12 statin,x,24,-1,4
SIRT5 block,-6,-1,1,5
LGR2 inh,15,25,6,-4
Cneo AK release,-1,1,-3,-9
S100A4 MyoIIA,0,-4,4,-4
ERAP1 HTS inh,1,-1,1,5
PGC1a acetyl inh,x,-9,-2,2
XiGFP reactiv,0.2,0.0,0.5,0.2
